Screening data from PubChem BioAssay.
AID inhibitor: blocks human AID cytidine deaminase activity; Q9GZX7; AID deamination FRET fluorescence, UDG-coupled, 4 h; Potency, µM (top dose mostly 115 µM), for the others: at the top dose activity change, negative = inhibition, usual class: inhibitors; 91,000 compounds, 0.32% hits; AID 1347428; also: nearly all actives have a fitted effect of over 25% in size
Target sequence (Q9GZX7 whole entry, looked up): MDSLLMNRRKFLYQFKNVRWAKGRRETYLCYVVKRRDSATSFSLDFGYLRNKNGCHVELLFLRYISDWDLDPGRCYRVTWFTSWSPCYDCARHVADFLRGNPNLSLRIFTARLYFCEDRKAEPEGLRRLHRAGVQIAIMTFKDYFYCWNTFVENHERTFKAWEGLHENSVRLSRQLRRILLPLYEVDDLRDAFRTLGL
UDG counter: blocks uracil-DNA glycosylase in AID counter-screen | Potency, µM (highest dose often 115 µM), for the others: top-dose activity change, negative = inhibition, hits mostly inhibitors | 91,000 compounds, 0.14% hits | FRET deamination/UDG coupled assay, UDG read, 4 h; also: nearly all actives have a fitted effect of over 65% in size
* hit, by the source's call; ? = inconclusive; [ ] = another dose, or the depositor's remark. Calls follow the shape of the dose curve; as a rule, active = well fitted curve in the direction sought with a large enough effect; inconclusive = small, poorly fitted or top-dose-only effect, or another doubt; inactive = no such curve, though single readings can be large; an effect the other way counts as inactive or inconclusive. % is scaled to controls: 0 for no effect and ±100 for the full control effect; potency is read from the fitted curve at half-maximal effect.

| canonical_smiles | AID inhibitor | UDG counter |
| --- | --- | --- |
| CC(=O)C[C@](N)(c1ccccc1)C(F)(F)F | 2.8% | -4.8% |
| CC(C)c1cnc2c(c1SCC(=O)Nc1ccc(C(N)=O)cc1)c(=O)n(C)c(=O)n2C | 2.7% | 7.4%[57.5 µM] |
| Cc1ccc(CN(C(=O)c2cccc(C#N)c2)C2CC2)cc1 | -7.9% | -4.0% |
| Cc1c(C(=O)N(C)c2cccc(C(F)(F)F)c2)sc2nc3n(c(=O)c12)CCCCC3 | ? | -3.5% |
| COc1cc(NC(=O)CSc2ncccc2C(=O)OC(C)C)cc(OC)c1 | 6.5% | -2.9% |
| CCN(CC)S(=O)(=O)c1ccc(Cl)c(C(=O)Nc2cccc3cccnc23)c1 | -10.9% | -6.7% |
| C=CCS(=O)(=O)c1ccc2ccccc2c1 | 2.0% | 2.8% |
| COc1cccc(CCNC(=O)CC(C)(C)C)c1 | 0.0% | 4.3% |
| CCOC(=O)c1noc2nc(C)nc(Nc3cccc(C(F)(F)F)c3)c12 | 0.9% | 4.1% |
| CCCCn1nnnc1CSc1nnc(-c2ccccc2)n1-c1ccccc1 | -2.0% | 0.4% |
| Cc1ccccc1CNC(=O)CCC(=O)N1CC2CCCN2c2ccccc21 (stereo not drawn) | -3.3% | -4.8% |
| COc1cc(NS(=O)(=O)c2cccc(Cl)c2)cc2sc(NC(=O)c3ccccc3)nc12 | 15.2% | -0.7% |
| Cc1ccc(SC(C)C(=O)NC(C(C)C)C(C)C)cc1 (stereo not drawn) | 2.4% | 2.2% |
| Cc1ccc2c(CSc3nnnn3-c3ccc(O)cc3)cc(=O)oc2c1C | -7.9% | 9.1% |
| CCOC(=O)c1c(NC(=O)C(C)Sc2cn(CCNC(=O)c3c(F)cccc3F)c3ccccc23)sc2c1CCC2 (stereo not drawn) | 20.1% | 0.6% |
| COc1ccc(OC)c(CNC(=O)CCc2c(C)nc3c(c2C)c(=O)n(C)c(=O)n3C)c1 | 11.7% | -0.1% |
| Cc1ccc(Cl)cc1N1CCN(S(=O)(=O)c2cn(C)c(C)n2)CC1 | -15.5% | -7.4% |
| NC(=O)CCN1CCN(S(=O)(=O)c2ccc(Br)cc2Cl)CC1 | -0.5% | 2.3% |
| CCSc1ccc2cc(C(=O)O)[nH]c2c1 | 3.2% | 11.1% |
| O=C(CCn1c(=O)c2cccn2c2ccccc21)Nc1ccc(F)cc1 | 3.4% | -7.9%[57.5 µM] |
| Cc1ccc(CNC(=O)CSc2nnc(C)c3c(C)n(-c4ccccc4)nc23)cc1 | -23.2% | -9.0% |
| O=C(CCC1CCCC1)Nc1nc(-c2ccc(F)cc2)cs1 | 1.1% | 8.9% |
| CC(NC(=O)c1cc(Cl)ccc1Cl)c1ccc2c(c1)CCCC2 (stereo not drawn) | -0.5% | -1.1% |
| Cc1nc(-c2ccccc2)sc1-c1ccc(SCC(=O)Nc2cccc(C(F)(F)F)c2)nn1 | -4.1% | 28.8% |
| Cc1ccc(OCCn2cc(C(=O)c3cccs3)c3ccccc32)cc1 | ? | -15.5% |
| Cc1nn(C)cc1CN(C)C(=O)Cn1nc(C(F)(F)F)c(Br)c1C1CC1 | -5.3% | 5.0% |
| O=c1oc2ccccc2cc1-c1cn2cc(Cc3ccc(F)cc3)sc2n1 | 28.3% | -0.9% |
| CCCCC(CC)CNC(=O)CCCn1c(=O)[nH]c2ccsc2c1=O (stereo not drawn) | 13.9% | -6.7% |
| Cc1c(-c2ccccc2)nc2c3ccccc3ccn12 | -8.3% | -7.3% |
| CS(=O)(=O)Nc1ccc(-c2nc3ccccc3s2)cc1 | 11.6% | 23.4% |

Going on with the list:
| canonical_smiles | AID inhibitor | UDG counter |
| --- | --- | --- |
| CC(Sc1cccc2cccnc12)C(=O)NC(=O)NC1CCCC1 (stereo not drawn) | -13.3% | -0.7% |
| CC(=O)C1=C(C)OC(=O)C1(NC(=O)c1ccc(C)cc1)C(F)(F)F (stereo not drawn) | -4.9% | -5.5% |
| COc1ccc(C(C)=O)cc1COC(=O)CCc1ccc2c(c1)OCO2 | -13.4% | 0.4% |
| CC(C)CC(NC(=O)COc1ccc(Oc2ccccc2)cc1)C(=O)O (stereo not drawn) | -3.0% | -1.4% |
| Cc1ccc(Cl)cc1NC(=O)C(NS(=O)(=O)c1cccc2nsnc12)c1ccccc1 (stereo not drawn) | 2.4% | 4.1% |
| CCOC(=O)C12CC1/C(=N/O)c1ccccc1O2 (stereo not drawn) | -6.3% | 4.0% |
| CCCCNC(=S)Nc1ccc(C)c(Cl)c1 | 1.8% | -0.8% |
| O=Cc1cc(O)c(Br)cc1Br | -3.8% | 0.8% |
| Cc1ccc(-c2cc3ncc4c(n3n2)-c2cc(Cl)ccc2OC4)cc1 | 1.7% | -1.6% |
| CC1(C)CC(=O)c2cc(C(=O)Nc3ccc(Br)cc3)c(=O)n(-c3ccc(Cl)cc3)c2C1 | 8.7% | -2.6% |
| Cc1cccc(OCCSCc2ccc(C(=O)Nc3ccccc3)cc2)c1 | -0.1% | -9.8% |
| CCc1c(C)nc(SCc2nc(-c3ccccc3C)no2)[nH]c1=O | 9.5% | -1.6%[57.5 µM] |
| O=c1c2sc3ccccc3c2n(Cc2cccc(Cl)c2)c(=O)n1Cc1ccccc1 | -16.6% | -9.8% |
| O=C1CCc2cc(C(=O)NCCc3ccc4c(c3)OCO4)ccc2N1 | -6.1% | -13.2% |
| O=C(CCc1ncc(-c2ccc(F)cc2)o1)N1CCN(c2ccccc2Cl)CC1 | -3.5% | -3.3% |
| S=C(Nc1ccccc1)c1ccccc1 | -9.4% | -2.5% |
| Cc1ccc(-n2c(=O)c3c4c(sc3n(CC(=O)C(C)(C)C)c2=O)CCCCC4)cc1C | -12.9% | -5.7% |
| COc1cccc(-c2nc(CS(=O)(=O)CC(=O)N3CCN(c4ccccc4)CC3)c(C)o2)c1 | ? | -21.2% |
| Cc1ccc(-n2cnc3cc(C(=O)NCCC4=CCCCC4)ccc32)cc1Cl | ? | -9.0% |
| CN(Cc1ccc(C(F)(F)F)cc1)C(=O)NCc1ccco1 | -1.9% | 8.5% |
| CC(C)C(NC(=O)c1ccc(F)cc1)C(=O)NN (stereo not drawn) | -1.8% | 3.5% |
| Fc1ccc(NCc2ccc(Br)cc2)c(F)c1 | -2.2% | -1.3% |
| CCN(CC(=O)NC(C)(C)C)C(=O)c1cccc(C#N)c1 | 6.5% | 9.8% |
| Cc1cccc(C(=O)Nc2sc3c(c2C(=O)N2CCN(C)CC2)CCC3)c1 | -6.0% | -5.7% |
| CC(=O)c1ccc(NC(=O)CN2C(=O)CCc3cc(S(=O)(=O)N4CCC(C)CC4)ccc32)cc1 | -10.2% | 6.0% |
| CCCCc1nn2c(=O)cc(COC(=O)c3ccc4c(c3)OCO4)nc2s1 | 3.6% | 2.2% |
| COc1ccc(NC(=O)N[C@@H](CCSC)C(=O)O)c(OC)c1 | -0.7% | -0.5% |
| COc1ccc(CNc2ccc3cc(S(=O)(=O)N4CCCCC4)ccc3n2)cc1 | -1.6% | -19.6%[57.5 µM] |
| CCc1ccc(NC(=O)Cn2c(=O)n(CCCCC(=O)NCCc3ccc(Cl)cc3)c(=O)c3ccccc32)cc1 | -7.7% | -1.7% |
| Cc1nc2sccn2c(=O)c1S(=O)(=O)Nc1cccc(Cl)c1C | 1.5% | 5.2% |

Among those listed so far, these have an NH in an aromatic ring:
| canonical_smiles | AID inhibitor | UDG counter |
| --- | --- | --- |
| CCSc1ccc2cc(C(=O)O)[nH]c2c1 | 3.2% | 11.1% |
| CCCCC(CC)CNC(=O)CCCn1c(=O)[nH]c2ccsc2c1=O (stereo not drawn) | 13.9% | -6.7% |
| CCc1c(C)nc(SCc2nc(-c3ccccc3C)no2)[nH]c1=O | 9.5% | -1.6%[57.5 µM] |

Later entries.
Under each structure – AID inhibitor | UDG counter
Cc1nn(C(C)C)cc1N
    -6.0% | -14.7%
COc1cc(Cl)ccc1Nc1ncc(C(=O)N2CCN(c3ccccc3OC)CC2)c2ccccc12
    ? | -10.1%
COc1ccccc1NC(=O)C(=O)NCC(c1ccc2c(c1)OCO2)N1CCN(C)CC1 (stereo not drawn)
    ? | 15.4%
CC(=O)N1CCc2nc3sc(C(=O)Nc4ccc(F)cc4)c(N)c3c(C(F)(F)F)c2C1
    3.8% | 5.9%
CCCS(=O)(=O)c1c(S(=O)(=O)CCC)c2cc(CC)ccn2c1C(=O)c1ccc(OC)cc1
    -12.6% | -10.2%
CC(=O)C1C(=O)CC(C)(O)C(C(C)=O)C1c1ccc(Cl)cc1 (stereo not drawn)
    -0.7% | 2.7%
Cc1c(C(=O)N2CCC(C)CC2)c(S(=O)(=O)NCc2ccc(Br)cc2)c(C)n1C
    -9.1% | -4.3%
COc1ccc(OC)c(C2C(C(=O)Nc3ccccc3)=C(C)Nc3nc(SC)nn32)c1 (stereo not drawn)
    -4.9% | 5.9%
CCN(C(=O)Cc1c(C(=O)O)[nH]c2ccccc12)c1ccc(OC)cc1
    22.5% | 4.8%
CC(/C=N/Nc1ccc([N+](=O)[O-])cc1[N+](=O)[O-])=C\c1ccco1
    4.0% | -2.1%
COc1ccccc1OCCN1C(=O)C2(SC(NC(C)=O)=NN2C(C)=O)c2cc(Cl)ccc21 (stereo not drawn)
    -8.3% | -3.1%
CCOc1ccccc1NS(=O)(=O)c1ccc2oc(=O)c3ncn(C)c3c2c1
    -25.5% | -8.4%
COc1ccc(C(=O)COC(=O)CCCC(=O)Nc2ccc(C(C)=O)cc2)cc1
    95.2%[activator] | 18.5%
Cc1ccc(-c2nnc(Nc3ccc(F)cc3)c3ccccc23)cc1S(=O)(=O)NC(C)C
    -6.6%[57.5 µM] | -4.0%[57.5 µM]
Cc1ccc(C(C)(C)C)cc1SCC(O)COCc1ccc(Cl)cc1 (stereo not drawn)
    -21.8% | -10.7%
COC(=O)c1c(NC(=O)Nc2ccc(Cl)cc2)sc(C)c1C
    18.3% | 6.7%
O=C(CN1C=NS(=O)(=O)c2ccc(C(F)(F)F)cc21)Nc1cccc(C(F)(F)F)c1
    0.5% | 0.0%
Cc1cccc(/C=C(/C#N)C(=O)c2c(C)[nH]c3ccccc23)c1
    -29.3% | 2.4%
CCC(=O)N1CCCc2cc(S(=O)(=O)N3CCC(C(=O)Nc4cccc(Cl)c4)CC3)ccc21
    -18.0% | 22.2%
CCCCNC(=O)CCn1c(=O)c2cccn2c2ccc(F)cc21
    10.3% | 2.5%[57.5 µM]
Cc1nncn1-c1ccc(C(=O)Nc2cc(F)ccc2F)cc1
    -7.6%[57.5 µM] | -9.8%[57.5 µM]
O=C(CCc1ncc(-c2ccccc2)o1)Nc1ccccc1O
    5.3% | -4.9%
O=C(NCc1ccc(Cl)cc1)C1=Cc2cc(Br)ccc2OC1
    2.8% | 0.6%
O=C(N/N=C/c1ccsc1)c1ccc(Cl)cc1
    -6.1% | -4.3%
CC(=O)N1CCc2cc(S(=O)(=O)NC(CC(C)C)C(=O)Nc3cc(C)cc(C)c3)ccc21 (stereo not drawn)
    -9.3% | ?
CCN(Cc1nc2ccccc2c(=O)[nH]1)C(=O)Cc1csc(-c2ccc(C)cc2C)n1
    -5.0% | -0.9%
COc1ccc(CNC(=O)c2ccc3c(c2)NC(=O)CS3)cc1
    0.1% | -0.8%
Cc1ccc(-n2ncc3c(NC4CCCCCCCCCCC4)ncnc32)c(C)c1
    -8.2% | -10.4%
Cc1nc2sccn2c(=O)c1S(=O)(=O)Nc1ccc(N2CCOCC2)c(Cl)c1
    15.7% | -2.1%
Cc1ccc(CNC(=O)C(C)N2CCN(c3ccc([N+](=O)[O-])c4cnccc34)CC2)cc1 (stereo not drawn)
    -16.9% | -11.6%

Continued.
Under each structure – AID inhibitor | UDG counter
Oc1ccc(-c2nc3ccccc3s2)cc1
    2.2% | 8.9%
Cc1noc(Cn2c(=O)c3ccccc3n(CC(=O)Nc3ccc(F)cc3F)c2=O)n1
    ? | 1.7%
Cc1ccc(-c2nc(CSCC(=O)NCc3cccs3)c(C)o2)cc1
    -14.7% | -6.7%
CNC(=O)c1ccc(NC(=O)C2CCCCC2)cc1
    -2.7% | 1.5%
COc1ccc(N2CCN(Cc3nc4c(c(=O)[nH]c(=O)n4C)n3Cc3ccccc3F)CC2)cc1
    5.4% | -11.2%[57.5 µM]
Cc1ccc(-n2ncc3c(NCCc4ccccc4)ncnc32)cc1C
    ? | -12.8%
O=C(CSc1nnc(-c2ccccc2)c(-c2ccccc2)n1)NC1CCCC1
    -15.5% | -1.8%
O=C(CS(=O)(=O)Cc1coc(-c2ccccc2)n1)N1CCCCC1
    3.9% | -5.3%
Cc1ccc2[nH]c(C)c(/C=C/c3cc[n+](C)cc3)c2c1
    8.9% | -5.0%
O=C(O)c1ccc2nc(CCl)[nH]c2c1
    10.1% | -11.1%
O=C(CSc1nc(-c2cccs2)nc2cc(=O)[nH]n12)Nc1ccc(F)cc1
    -15.9% | -14.9%
CCNc1oc(-c2ccc(COc3cc(C)ccc3C)o2)nc1C#N
    -21.0% | ?
CS(=O)(=O)c1ccc(F)c(NC(=O)CCCc2cccs2)c1
    -3.9% | -6.4%
Cc1nc(-c2cccc(F)c2)sc1CCNC(=O)c1c(F)cccc1Cl
    11.7% | 6.5%
CSc1nn(Cc2cccc(Cl)c2)c(N(C(C)=O)C(C)=O)c1S(=O)(=O)c1ccccc1
    -3.9% | -13.5%
COc1cccc(CNC(=O)COc2ccc3c(C)cc(=O)oc3c2)c1
    -2.2% | -0.7%
O=C(/C=C/c1ccc(-c2ccccc2Cl)o1)c1ccc2ccccc2c1
    0.5% | -4.5%

Profiles, quoted from the list.
CC(C)CC(NC(=O)COc1ccc(Oc2ccccc2)cc1)C(=O)O (stereo not drawn) reads AID inhibitor: -3.0%; UDG counter: -1.4%
CC(C)c1cnc2c(c1SCC(=O)Nc1ccc(C(N)=O)cc1)c(=O)n(C)c(=O)n2C reads AID inhibitor: 2.7%; UDG counter: 7.4%[57.5 µM]

An excerpt. The share of hits here may be higher or lower than overall.
